ST2 IL33 inh: inhibitors of human ST2 (IL1RL1) binding to IL-33, primary screen, biochemical, AlphaLISA | Interleukin-1 receptor-like 1 (Homo sapiens), Q01638 | AlphaLISA ST2-Fc/biotin-IL-33 interaction, 1 h | inhibition, % for hits at 17 µM | 78,000 tested, 2.3% active | AID 1259354, 2018; in the data active = inhibition above about 30%; inconclusive = mostly about 10% to 28%
Target sequence (Q01638 whole entry, looked up): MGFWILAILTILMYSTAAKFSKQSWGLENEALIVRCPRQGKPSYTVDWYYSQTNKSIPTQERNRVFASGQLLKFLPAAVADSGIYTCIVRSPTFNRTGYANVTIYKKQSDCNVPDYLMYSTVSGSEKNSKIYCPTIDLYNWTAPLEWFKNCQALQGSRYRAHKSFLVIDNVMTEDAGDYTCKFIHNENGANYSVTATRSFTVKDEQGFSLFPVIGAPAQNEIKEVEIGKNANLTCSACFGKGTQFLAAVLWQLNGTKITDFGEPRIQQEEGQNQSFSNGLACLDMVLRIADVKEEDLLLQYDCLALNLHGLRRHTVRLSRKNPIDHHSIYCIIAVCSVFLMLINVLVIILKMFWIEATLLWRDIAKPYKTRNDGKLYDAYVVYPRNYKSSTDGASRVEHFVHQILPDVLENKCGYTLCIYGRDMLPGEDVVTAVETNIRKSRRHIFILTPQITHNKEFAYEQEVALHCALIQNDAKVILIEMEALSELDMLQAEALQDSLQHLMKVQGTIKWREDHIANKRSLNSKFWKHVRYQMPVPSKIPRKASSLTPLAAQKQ
Starred values were filed as active, the others as inactive.

O=C(C1Cc2ccccc2CN1S(=O)(=O)c1cccs1)N1CCCCC1 (centres undefined) was read as ST2 IL33 inh inactive.
O=C([C@@H]1Cc2nc[nH]c2CN1Cc1cccc(OC(F)(F)F)c1)N1CCC(Cc2ccccc2)CC1 was read as ST2 IL33 inh inconclusive.
Screening Cc1ccsc1C(CNC1CCSCC1)N(C)C (centres undefined) returned ST2 IL33 inh inactive.
CCc1ccc2nc(C)cc(C(=O)N(C)Cc3nc(C4CC4)no3)c2c1 was read as ST2 IL33 inh inactive.
Cc1ccc(CNc2ccc3c(c2)ncn3C(C)C)cc1 was read as ST2 IL33 inh inactive.
For O=C(Nc1ccc(N2CCOCC2)c(Cl)c1)c1cc(F)c(F)cc1Cl the results were ST2 IL33 inh inactive.
Screening Cc1nc(N2CCOCC2)c2c(C)c(C(=O)N3CCC(C)CC3)sc2n1 returned ST2 IL33 inh inactive.
`N#CCc1ccc(NC(=O)c2cc(Cl)cc(I)c2O)cc1` gave ST2 IL33 inh inactive.
For COc1ccc(O)c(C=Nc2cccc(Cl)c2)c1 the results were ST2 IL33 inh inconclusive.
CN1C(=O)Cc2cc(S(=O)(=O)CCC(=O)N3CCN(c4cccc(C(F)(F)F)c4)CC3)ccc21 was read as ST2 IL33 inh inactive.
COc1cc(CN[C@@H]2CS(=O)(=O)C[C@H]2O)ccc1OCc1cccc(F)c1 was read as ST2 IL33 inh inactive.
Screening COc1cc(/C=C2\C=C(c3ccc(Cl)cc3)OC2=O)cc(I)c1OC returned ST2 IL33 inh inactive.
Screening COc1cccc(-c2nc3cc(N=Cc4ccc([N+](=O)[O-])cc4)ccc3o2)c1 returned ST2 IL33 inh inactive.
Screening CN(C)c1ccc(CN2CCCCCC2)cc1 returned ST2 IL33 inh inconclusive.
For COc1ccc(CN2CCN(C)C(C(=O)O)C2)cc1O (centres undefined) the results were ST2 IL33 inh inactive.
For CC(=O)N[C@@H](Cc1cnc[nH]1)C(=O)N1CCC(CO)(Cc2ccccc2)CC1 the results were ST2 IL33 inh inactive.
`Cc1ccccc1OCC(=O)Nc1ncc(Cc2cccc(Cl)c2)s1` gave ST2 IL33 inh inactive.
Cc1ccc(C)c(CSC2=NCCN2C(=O)c2ccco2)c1 was read as ST2 IL33 inh inactive.
Screening C[N+]1(CCCCC[N+]2(C)CCCC2)CCCC1 returned ST2 IL33 inh inconclusive.
CC1=C[C@@H](CO)[C@H](C(C)C)C[C@H]1Cc1nnc(-c2ccc(N(C)C)cc2)o1 was read as ST2 IL33 inh inconclusive.
`COc1cc(NC(=S)N[C@H]2CO[C@H]3[C@@H]2OC[C@H]3OC(=O)Nc2cccc(C(C)=O)c2)cc(OC)c1` gave ST2 IL33 inh inactive.
For N#CC(Cc1ccc(O)c(O)c1)C(=O)N1CCc2ccccc21 (centres undefined) the results were ST2 IL33 inh inconclusive.
Screening O=C(Nc1cccc(-c2ccc(F)cc2)c1)C1CCCN(C(=O)c2cccs2)C1 (centres undefined) returned ST2 IL33 inh inactive.
For COc1ccccc1CNC(=O)C1CCC(=O)N(CCCc2ccccc2)C1 (centres undefined) the results were ST2 IL33 inh inconclusive.
COC(=O)c1ccc(CN2CCc3c(c(C(=O)NCc4ccccc4)nn3C)C2)cc1 was read as ST2 IL33 inh inactive.
For COc1ccc(C(C(=O)OCCN(C)C)c2ccccc2)cc1 (centres undefined) the results were ST2 IL33 inh inconclusive.
Screening COc1ccc(C2=Nn3c(nnc3-c3ccccc3Cl)SC2)cc1 returned ST2 IL33 inh inactive.
Screening O=C(Cn1c(=O)[nH]c2ccsc2c1=O)N1CCN(c2ccccc2)CC1 returned ST2 IL33 inh inactive.
`CC(C)Oc1cccc(C(=O)Nc2cc(-c3nc4ncccc4o3)ccc2Cl)c1` gave ST2 IL33 inh inactive.
`COc1ccc2cc3cc(C(=O)NCc4cccs4)oc3nc2c1` gave ST2 IL33 inh inconclusive.
CN(C)c1nc2ncnc(SCC(=O)Nc3cccc(Cl)c3)c2s1 was read as ST2 IL33 inh inconclusive.
O=C(Nc1cccc(Cl)c1)c1cnc2n(c1=O)CCS2 was read as ST2 IL33 inh inactive.
`CC(C)(C)C1CCc2c(sc(NC(=O)c3cc(C4CC4)on3)c2C#N)C1` (centres undefined) gave ST2 IL33 inh inactive.
Cc1c(NC(=O)c2cc(C3CC3)on2)c(=O)n(-c2ccccc2)n1C was read as ST2 IL33 inh inactive.
CCCc1nc(C)c(CNC(=O)C2CCOC2)s1 (centres undefined) was read as ST2 IL33 inh inconclusive.
`O=C(C1CC1)N1CCc2cc(Br)cc(S(=O)(=O)N3CCCCC3)c21` gave ST2 IL33 inh inactive.
Screening O=C(c1cc(CN2CCCC(O)C2)on1)N1CCc2ccccc2C1 (centres undefined) returned ST2 IL33 inh inactive.
Screening COc1ccc(-c2ccc(NC(=O)CN)c(F)c2)cn1 returned ST2 IL33 inh inconclusive.
`Brc1ccc2ncnc(N3CCCC3)c2c1` gave ST2 IL33 inh inactive.
For Cc1cccc(NC(=O)C2C(c3ccccc3)C2(Cl)Cl)c1C (centres undefined) the results were ST2 IL33 inh inactive.
CCc1cc(N2CCC3(CC2)CNC(=O)C3)nc(N2CCCC2)n1 was read as ST2 IL33 inh inactive.
O=C(Cn1c(=O)n(-c2ccc(F)cc2F)c(=O)c2sccc21)Nc1ccccc1F was read as ST2 IL33 inh inactive.
Screening CSc1nsc(SC)c1NC(=O)Nc1nonc1C returned ST2 IL33 inh inactive.
O=C(c1ccc2nc3sc4c(c3c(=O)n2c1)CCCC4)N1CCN(c2cccc(Cl)c2)CC1 was read as ST2 IL33 inh inconclusive.
For CCc1nnsc1C(=O)N1CCC(O)(c2ccc(C)cn2)CC1 the results were ST2 IL33 inh inactive.
For COc1ccc2c(c1)CCc1c(C(=O)Nc3ccc(F)c(Cl)c3)noc1-2 the results were ST2 IL33 inh inconclusive.
For O=C(c1cc(-c2ccc(Br)cc2)on1)N1CCN(Cc2ccccc2)CC1 the results were ST2 IL33 inh inactive.
Screening Cc1nnc(C)c2c(C)n(C(C)c3ccccc3)c(C)c12 (centres undefined) returned ST2 IL33 inh 47%*.
For COc1ccccc1-c1ccnc(N[C@H]2CO[C@H]3[C@@H]2OC[C@@H]3NC(=O)COc2ccccc2)n1 the results were ST2 IL33 inh inactive.
For COc1ccc(C2=NN(CN3C(=O)C(=O)c4ccccc43)C(c3cccc([N+](=O)[O-])c3)C2)cc1 (centres undefined) the results were ST2 IL33 inh 39%*.
N=C1S/C(=C\c2ccc(-c3ccc(Cl)c(C(=O)O)c3)o2)C(=O)N1c1nccs1 was read as ST2 IL33 inh inactive.
Screening O=C(CSc1nnc(-c2ccco2)c(-c2ccco2)n1)Nc1cccc(Br)c1 returned ST2 IL33 inh inconclusive.
Screening O=C1C2C3C=CC(CC3)C2C(=O)N1c1ccc(Cl)cc1[N+](=O)[O-] (centres undefined) returned ST2 IL33 inh inconclusive.
`O=C(NCC1(Cn2cccn2)CC1)c1c(O)cccc1O` gave ST2 IL33 inh inconclusive.
For CCNC(=O)[C@@H]1C[C@H](N)CN1C(=O)c1cccc2cc(C)oc12 the results were ST2 IL33 inh inactive.
Screening O=C(CSc1cn(CCNC(=O)c2ccccc2F)c2ccccc12)NCc1ccco1 returned ST2 IL33 inh inactive.
Screening Cc1ccc(N2CC(NC(=O)c3ccco3)CC2=O)cc1C (centres undefined) returned ST2 IL33 inh inactive.
Screening c1cncc(-c2nnc([C@H]3CCN(C4CCCCC4)C3)o2)c1 returned ST2 IL33 inh inactive.
O=C(Nc1ccc2ncsc2c1)c1cccc(CN2CCCC(O)C2)c1 (centres undefined) was read as ST2 IL33 inh inactive.
`COc1cccc(OC)c1C(=O)N1CCN=C1SCc1c(F)cccc1Cl` gave ST2 IL33 inh inactive.
Screening Cc1ccc(C(=O)Nc2ccc(-c3nc4ncccc4o3)cc2)cc1C returned ST2 IL33 inh inactive.
For COc1ccccc1S(=O)(=O)Cc1ccc(C(=O)NCc2cccs2)o1 the results were ST2 IL33 inh inconclusive.
For Clc1ccccc1C1CCN(Cc2ncc[nH]2)C1 (centres undefined) the results were ST2 IL33 inh inactive.
Cc1cc([N+](=O)[O-])nn1CCCC(=O)Nc1ccc(Cl)cc1 was read as ST2 IL33 inh inactive.
Screening CC(C)c1ccc(NC(=O)CN(c2cccc(Cl)c2Cl)S(C)(=O)=O)cc1 returned ST2 IL33 inh inactive.
CCC1=NC(c2ccc(OC)cc2OC)N(O)C1(C)C (centres undefined) was read as ST2 IL33 inh inconclusive.
Screening CC(C)(C)c1ncc2c(n1)CN(C(=O)c1ccc3nc[nH]c3c1)C2 returned ST2 IL33 inh inconclusive.
C=CCn1c(SCC(=O)NCCc2ccccc2)nnc1-c1ccc(Cl)cc1Cl was read as ST2 IL33 inh inactive.
O=C(Nc1ccccc1[N+](=O)[O-])c1cccc(S(=O)(=O)N2CCc3ccccc3C2)c1 was read as ST2 IL33 inh 40%*.
For CC1CCC(C(=O)NC(Cc2c[nH]c3ccccc23)C(=O)NC2CCCCC2C)CC1 (centres undefined) the results were ST2 IL33 inh inactive.
For O=C1CCCC2=C1C(c1cccc(F)c1)n1nc(SCc3ccccc3F)nc1N2 (centres undefined) the results were ST2 IL33 inh inconclusive.
O=C(Nc1cccnc1)C1(S(=O)(=O)c2ccc(Cl)cc2)CC1 was read as ST2 IL33 inh inconclusive.

In the list so far, 2 have a tert-butyl group.
`CC(C)(C)C1CCc2c(sc(NC(=O)c3cc(C4CC4)on3)c2C#N)C1` (centres undefined) gave ST2 IL33 inh inactive.
Screening CC(C)(C)c1ncc2c(n1)CN(C(=O)c1ccc3nc[nH]c3c1)C2 returned ST2 IL33 inh inconclusive.

Continued.
CCOc1ccc(-c2[nH]nc3c2C(c2cn[nH]c2-c2ccc(F)cc2)C(C#N)=C(N)O3)cc1 (centres undefined) was read as ST2 IL33 inh inconclusive.
`CC(C)C(C(=O)Nc1ccc2c(c1)OCO2)N1C(=O)c2ccccc2C1=O` (centres undefined) gave ST2 IL33 inh inactive.
CCOC(=O)c1ccc(N2C(=O)C3C4CCC(C4)C3C2=O)cc1 (centres undefined) was read as ST2 IL33 inh inactive.
CC(C)(Oc1ccc(Cl)cc1)C(=O)NCC1CCCO1 (centres undefined) was read as ST2 IL33 inh inactive.
For COc1ccc(Cl)cc1NC(=O)c1ccccc1Br the results were ST2 IL33 inh inactive.
Screening COC1CCN(S(=O)(=O)N2CCNC(C(=O)O)C2)CC1 (centres undefined) returned ST2 IL33 inh inactive.
For O=C(c1ccc2c(c1)N(Cc1c(F)cccc1Cl)C(=O)CS2)N1CCCC1 the results were ST2 IL33 inh inactive.
Screening O=C1NC(=O)/C(=C\c2cc(Br)ccc2OCc2ccc(F)cc2)S1 returned ST2 IL33 inh inconclusive.
COc1ccc(CN(C)C(=O)CCN2CCCCO2)c2cccnc12 was read as ST2 IL33 inh inconclusive.
Screening Cc1ccccc1NC(=O)CC1SC(=Nc2ccccc2)NC1=O (centres undefined) returned ST2 IL33 inh inconclusive.
`COc1ccc(Cl)cc1-c1ncccc1C(=O)N1C[C@H]2CC[C@@H]1C2` gave ST2 IL33 inh inconclusive.
`O=C(NCc1cccnc1Oc1ccccc1)c1ccc(-n2cnnc2)nc1` gave ST2 IL33 inh inconclusive.
Screening COc1ccc2cc3cc(C(=O)NCCN(C)Cc4ccccc4)oc3nc2c1 returned ST2 IL33 inh inactive.
`O=C(CNS(=O)(=O)c1cccs1)NC1CCCc2ccccc21` (centres undefined) gave ST2 IL33 inh inactive.
`CCOC(=O)c1c(C)n(CCc2ccc(OC)c(OC)c2)c2ccc(OC)cc12` gave ST2 IL33 inh inactive.
For Nc1nc(-c2ccccc2)cc(-c2ccccc2)n1 the results were ST2 IL33 inh inactive.
For Cc1ccsc1CNc1cccc(C(=O)N(C)C(C)c2ccon2)c1 (centres undefined) the results were ST2 IL33 inh inactive.
For CCOC(=O)c1c(NC(=O)CN2C(=O)CCSc3ccccc32)sc2c1CCCC2 the results were ST2 IL33 inh inactive.
Screening COc1ccc(CC(=O)Nc2ccc(C)c([N+](=O)[O-])c2)cc1 returned ST2 IL33 inh inactive.
For O=C(NCc1n[nH]c2c1CCC2)c1coc2c1C(=O)CCC2 the results were ST2 IL33 inh inactive.
Screening O=C1O[C@@H]2CN(c3cnc4ccccc4n3)C[C@@H]2N1CCCN1CCOCC1 returned ST2 IL33 inh inactive.
For COC(=O)C1=C(C)OC(N)=C(C#N)C1c1ccccc1OC(=O)c1ccccc1Cl (centres undefined) the results were ST2 IL33 inh inactive.
`O=C(Nc1ccc(-c2ccc([N+](=O)[O-])cc2)cc1)c1ccco1` gave ST2 IL33 inh inconclusive.
Screening Cc1cc(C)c2[nH]c(=O)c(CN3CCC4(CCOCC4)CC3)cc2c1 returned ST2 IL33 inh inconclusive.
Screening CC(=O)Nc1ccc(S(=O)(=O)N2CCC(n3c(Cc4ccccc4)nc4cccnc43)CC2)cc1 returned ST2 IL33 inh inactive.

In the list so far, these have a furan ring, fused or not.
Cc1ccc(C)c(CSC2=NCCN2C(=O)c2ccco2)c1 was read as ST2 IL33 inh inactive.
`COc1ccc2cc3cc(C(=O)NCc4cccs4)oc3nc2c1` gave ST2 IL33 inh inconclusive.
N=C1S/C(=C\c2ccc(-c3ccc(Cl)c(C(=O)O)c3)o2)C(=O)N1c1nccs1 was read as ST2 IL33 inh inactive.
Screening O=C(CSc1nnc(-c2ccco2)c(-c2ccco2)n1)Nc1cccc(Br)c1 returned ST2 IL33 inh inconclusive.
For CCNC(=O)[C@@H]1C[C@H](N)CN1C(=O)c1cccc2cc(C)oc12 the results were ST2 IL33 inh inactive.
Screening O=C(CSc1cn(CCNC(=O)c2ccccc2F)c2ccccc12)NCc1ccco1 returned ST2 IL33 inh inactive.
Screening Cc1ccc(N2CC(NC(=O)c3ccco3)CC2=O)cc1C (centres undefined) returned ST2 IL33 inh inactive.
For COc1ccccc1S(=O)(=O)Cc1ccc(C(=O)NCc2cccs2)o1 the results were ST2 IL33 inh inconclusive.
Screening COc1ccc2cc3cc(C(=O)NCCN(C)Cc4ccccc4)oc3nc2c1 returned ST2 IL33 inh inactive.
For O=C(NCc1n[nH]c2c1CCC2)c1coc2c1C(=O)CCC2 the results were ST2 IL33 inh inactive.
`O=C(Nc1ccc(-c2ccc([N+](=O)[O-])cc2)cc1)c1ccco1` gave ST2 IL33 inh inconclusive.

Screening results (PubChem BioAssay)

Not all compounds are listed; the hit share may differ from the screen's.
